Glioma ERSR ind = induces the endoplasmic reticulum stress response in human glioma cells | U87-MG GRP78 promoter luciferase reporter, 16 h | Potency, µM, inactives show at the top dose activation, usual class: activators | hit rate 0.02% among 420,000; also: potency is read from the fitted curve at half-maximal effect; series mostly up to about 76 µM; % of control where 0% means no effect; nearly all actives have a fitted effect of over 35% in size
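Stably transfected U87-MG glioma cells carrying a GRP78-based luciferase sensor; 16 h compound incubation. Luminescence end-point read 10 min after Bright-Glo addition at room temperature.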
D2 agonist = activates the human D2 dopamine receptor. P14416. HEK293 T-REx D2 cells, calcium flux agonist mode. activation, % at 2 µM. hit rate 0.53% among 340,000. AID 485358;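 active = activation over 3 SD above normal in the single-dose calcium agonist read, cut at about 30% in these data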; also: 0% is about no effect
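HEK293 Trex D2 cells, tetracycline-induced, o/n 30 C 5% CO2; no-wash Ca dye, RT 30–90 min; 10-cycle baseline, 23 nl cpd added, kinetic Ca read 180 s; agonist hits = positive Ca response.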
D2 antagonist = antagonizes the human D2 dopamine receptor. HEK293 TREx D2 cells, calcium flux, dopamine EC80. P14416. inhibition, % at 10 µM. hit rate 2% among 340,000; in the data active = inhibition above about 30%; also: 0% is about no effect
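Calcium mobilization kinetics were recorded at 1 s intervals in tetracycline-induced HEK293 T-REx D2 cells, first for 180 s after compound addition and then 180 s after EC80 dopamine.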
LDHA inh = blocks human lactate dehydrogenase A; P00338; purified LDHA, NADH/diaphorase-resazurin fluorescence; active compounds read low; activity change, % (values are at about 110 or 230 µM); hit rate 0.15% among 480,000; AID 1347041; in the data active = activity change below about -30%; inconclusive = mostly about -25% to -30%;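 also: plate controls were DMSO wells for no effect and wells without enzyme for full effect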
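LDH5 2 nM; NADH 0.06 mM, pyruvate 0.2 mM; 200 mM Tris pH 7.4, EDTA, Tween-20; 5 min RT. Detection: diaphorase 0.133 mg/mL + resazurin 37 µM, fluorescence ex540/em590 at 0 and 20 min; normalized to enzyme-free and DMSO wells.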
Vif-A3G inh = Vif-A3G binding inhibition. Q9HC16. HeLa A3G-eYFP + Vif (tagged APOBEC3G with the HIV-1 protein that degrades it), YFP fluorescence, overnight. Potency, µM (titrated, usually from 46.1 µM), inactives show at the highest dose activity, negative = active, usual class: inhibitors. hit rate 0.076% among 410,000. AID 602310;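 also: potency is read from the fitted curve at half-maximal effect; % is scaled to controls: 0 for no effect and ±100 for the full control effect; nearly all actives have a fitted effect of over 60% in size; hits raise eYFP signal because A3G escapes Vif-driven loss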
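HeLa cells stably expressing Vif and C-terminally eYFP-tagged A3G, seeded overnight at 37 deg C, then exposed to compound by pintool overnight at 37 deg C. Rise in yellow fluorescence (Ex 488/Em 500-530, Acumen) marks blocked Vif-driven A3G degradation.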
ERG Ets-DNA blk = blocks human ERG Ets domain binding to DNA | hit rate 0.028% among 370,000 | Potency, µM (top dose mostly 76.9 µM), inactives show top-dose FP activity, negative = inhibition, usual class: inhibitors | fluorescence polarization, His-ERG Ets domain / labelled DNA; active = well fitted inhibition curve with a large enough effect in the polarisation, with a control signal flat; inconclusive = small, poorly fitted or top-dose-only effect, or effect the other way, or a change in a side signal; inactive = no such curve, though single readings can be large or run the other way; the % refers to the polarisation;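 also: polarization taken with two DNA probes labelled with fluorescein and Texas red; potency is read from the fitted curve at half-maximal effect; % of control where 0% means no effect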
Target sequence (P11308 whole entry, looked up, the tested form may be a part): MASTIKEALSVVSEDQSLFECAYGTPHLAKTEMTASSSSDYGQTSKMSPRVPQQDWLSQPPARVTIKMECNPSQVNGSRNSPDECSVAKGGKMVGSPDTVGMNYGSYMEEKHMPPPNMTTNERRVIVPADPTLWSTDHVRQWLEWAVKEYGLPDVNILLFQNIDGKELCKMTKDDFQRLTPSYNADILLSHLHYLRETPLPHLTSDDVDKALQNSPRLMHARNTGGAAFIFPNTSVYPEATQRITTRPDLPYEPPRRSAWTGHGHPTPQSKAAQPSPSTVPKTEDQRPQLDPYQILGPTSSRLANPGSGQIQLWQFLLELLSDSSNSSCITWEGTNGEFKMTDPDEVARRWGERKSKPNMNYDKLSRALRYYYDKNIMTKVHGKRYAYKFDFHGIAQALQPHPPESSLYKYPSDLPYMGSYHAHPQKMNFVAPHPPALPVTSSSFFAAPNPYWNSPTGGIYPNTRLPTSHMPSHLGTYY
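His-tagged ERG Ets domain (1 uM in the protein solution; 300mM KCl, 50mM Tris-HCl, 1mM EDTA, 1mM DTT, pH 7.5) received compound, then a probe mix of 5 nM fluorescein-DNA and 100nM Texas-615-DNA. Fluorescence polarization was read for both dyes.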
ALOX12 inh = inhibitors of human 12S-lipoxygenase ALOX12. P18054. purified 12hLO, xylenol orange hydroperoxide absorbance. Potency, µM (highest dose often 108 µM), for the others: at the top dose activity change, negative = inhibition, usual class: inhibitors. hit rate 1.1% among 580,000. AID 1671190; also: potency is read from the fitted curve at half-maximal effect; % is scaled to controls: 0 for no effect and ±100 for the full control effect
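Purified human 12hLO at 150 nM in 25 mM Hepes, 0.01% Triton X-100, pH 7.0, preincubated 15 min at room temperature with compound. Reaction started with 40 uM arachidonic acid, 30 min at room temperature. Hydroperoxide measured by Fe-xylenol orange, 573/405 nm absorbance ratio.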
RGS4 inh = blocks human RGS4-accelerated GTP hydrolysis; Potency, µM (series often up to 114 µM), for the others: at the top dose activity change, negative = inhibition, most hits filed as inhibitors; hit rate 0.039% among 390,000; AID 504845; P49798; Transcreener GDP fluorescence polarization, RGS4-accelerated GTP hydrolysis; also: potency is read from the fitted curve at half-maximal effect; % is scaled to controls: 0 for no effect and ±100 for the full control effect; nearly all actives have a fitted effect of over 75% in size; some results filed as inactive show a strong effect at the top dose
Target sequence (P49798 whole entry, looked up): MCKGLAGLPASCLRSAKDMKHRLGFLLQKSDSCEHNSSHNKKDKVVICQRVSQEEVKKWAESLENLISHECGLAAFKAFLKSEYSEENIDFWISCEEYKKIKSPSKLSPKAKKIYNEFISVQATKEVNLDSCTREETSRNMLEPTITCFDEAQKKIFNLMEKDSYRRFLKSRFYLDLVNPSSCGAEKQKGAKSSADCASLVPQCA
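MLSMR compounds (23 nl, pin-transferred) preincubated 10 min at room temperature with a 500nM (2x) first reagent, then RGS4 at 900nM (2x) plus Transcreener GDP mix added; fluorescence polarization (620/688 nm) read before and after 90 min at 30 °C.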
Vif-A3F inh = inhibitors of Vif-A3F interaction | hit rate 0.2% among 390,000 | Potency, µM (series often up to 46.1 µM), for inactives: at the highest dose activity, negative = active | HeLa A3F-eYFP + Vif (tagged APOBEC3F with the HIV-1 protein that degrades it), YFP fluorescence increase; also: potency is read from the fitted curve at half-maximal effect; % of control where 0% means no effect; nearly all actives have a fitted effect of over 65% in size
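HeLa cells stably expressing A3F-eYFP plus Vif, plated and incubated overnight at 37 deg C, then exposed to compounds overnight at 37 deg C. Blocked degradation read as raised yellow fluorescence (Ex 488/Em 500-530).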
Numbers without * were called inactive; ? = inconclusive; nt = not tested or not shown; & = joins results of further samples; [ ] = another dose, or the depositor's remark. Unless noted, calls follow the shape of the dose curve; as a rule, active = well fitted curve in the direction sought with a large enough effect; inconclusive = small, poorly fitted or top-dose-only effect, or another doubt; inactive = no such curve, though single readings can be large; an effect the other way counts as inactive or inconclusive. Only part of the results is shown (hit frequency here may not be typical).

molecule	Glioma ERSR ind	D2 agonist	D2 antagonist	LDHA inh	Vif-A3G inh	ERG Ets-DNA blk	ALOX12 inh	RGS4 inh	Vif-A3F inh
OCC(C#CCN1CCCCC1)NCc1ccccc1 (configuration not stated)	-4%	-0.1	-8	-2	0%	nt	6%	15%	-5%
COc1cc2nc(NC(=O)c3ccc(Cl)cc3)[nH]c(=O)c2cc1OC	-7%	0.3	-1	-5&0	-6%	-15%	?	0%	-3%
O=C1/C(=C\c2ccccc2Cl)SC(=S)N1CCC(=O)N1CCCc2ccccc21	-6%	-1.7	2	-1	0%	-10%	-17%	-20%	-8%
COc1cccc(/C=N/NC(=O)C(=O)N/N=C/c2cccc(OC)c2O)c1O	-5%	1.8	-20	5	1%	1%	-7%	-2%	10%
CCOC(=O)c1c(NC(=O)CSc2cccc[n+]2[O-])sc(C(=O)Nc2ccccc2)c1C	4%	-6.9	14	-5	1%	-5%	52%[activator]	-17%	4%
O=C(Nc1ccc(F)cc1)N1CCN(c2nc3ccccc3s2)CC1	-4%	-0.3	-6	-3	-3%	2%	-27%	4%	1%
CN(C)c1ccc(CNc2ncc(Br)cc2Br)cc1	-1%	0.2	17	3	-9%	-3%	1%	-20%	3%
COc1ccc(-n2nc3cc(C)c(NC(=O)COc4cccc(C)c4)cc3n2)cc1	-1%	-0.6	nt	-4	-2%	5%	3%	-6%	-4%
C=CCc1c(C)nc(C)nc1N/N=C/c1ccccc1	-2%	1.6	1	-4	-2%	5%	33%[activator]	29%	3%
Cc1cc2c(=O)[nH]cnc2s1	-8%	-0.4	10	-7	5%	-2%	0%	-22%	-1%
O=C(c1nc2ccc(Cl)cn2c1CNCCc1cnccn1)N1CCCCCCC1	-4%	0.8	4	-4	0%	-9%	244%[activator]	-27%	-4%
O=C1CCCN1c1ncc(S(=O)(=O)c2ccc([N+](=O)[O-])cc2)s1	-6%	0.6	-12	-9	1%	-16%	-2%	-1%	13%
OC(CN1c2ccccc2Sc2ccccc21)Cn1nnc2ccccc21 (configuration not stated)	-6%	-1.0	-1	-3	0%	6%	19%	-27%	-6%
O=C(Nc1nc(-c2ccccn2)cs1)c1ccco1	2%	-0.1	-13	7	0%	5%	?	-23%	?
CCN(C(=O)CSc1ncccc1C(=O)OC(C)C)c1cccc(C)c1	4%	-1.4	-2	-7	1%	-1%	1%	25%	1%
Cc1ccc(C(=O)C2CCN(C(=S)NCCCOC(C)C)CC2)cc1	-1%	0.0	2	-3	5%	-4%	?	-9%	1%
CCOC1=C2[C@@H](CN(S(=O)(=O)c3ccc(C)cc3)[C@H]2c2ccccc2Cl)[C@H]2C(=O)NC(=O)[C@H]2C1	-4%	nt	nt	-4	-5%	nt	-84%	nt	nt
CC1=[N+]([O-])C(C)(C)C(C)N(O)C1=O (configuration not stated)	-4%	1.0	21	-10	1%	-3%	?	19%	-9%
Cc1ccc2c3c1C(=O)C(=O)N3C(C)(C)CC2C (configuration not stated)	-1%	0.4	-6	0	0%	nt	6%	8%	4%
C=C(C)CN(CC)C(=O)CC1C(=O)NCCN1Cc1c(F)cccc1Cl (configuration not stated)	-2%	-2.8	14	-1	1%	-13%	1%	?	-12%
O=C(CSc1nnc(-c2cccnc2)n1Cc1ccco1)c1ccc2ccccc2c1	-2%	-0.3	-3	0	-1%	5%	-8%	-42%	-7%
CC(=O)c1ccc(NC(=O)COC(=O)c2ccc(F)cc2F)cc1	2%	nt	nt	-3	0%	-23%	-2%	-35%	9%
C=CCN1N=C(/C=C/c2ccc(OC)cc2)CCC1=O	4%	1.4	-2	-4	1%	-4%	19%	-13%[56.9 µM]	17%
Cc1cc(C(=O)N2CCC2(C)C(=O)NS(=O)(=O)c2ccccc2Cl)nn1C (configuration not stated)	-3%	nt	nt	-7	-2%	nt	-3%	nt	nt
COCCNC(=O)CN(Cc1ccco1)C(=O)CCC(=O)Nc1nccs1	-1%	4.9	2	-3	0%	-2%	-16%	3%	6%
CCOC(=O)N1CCC(N2C(=O)c3ccc(C(=O)NCCOC)cc3C2=O)CC1	19%	2.8	-15	0	1%	14%	0%	-1%	-5%
NNc1nnc2c3cc(F)ccc3n(CCc3ccccc3)c2n1	-3%	-1.7	-7	-5	0%	6%	?	-18%	-20%
O=C(O)C(CO)(c1ccccc1)c1ccccc1	-5%	nt	nt	0	-2%	13%	-2%	-32%	-2%
CCCC(=O)N(CCN1CCOCC1)c1nc2c(C)cccc2s1	-3%	0.1	-4	-4	-1%	-7%	nt	17%	1%
O=C(NCc1cccc(F)c1)c1cccc2c1C(=O)c1ccc(Cl)cc1S2(=O)=O	-5%	nt	nt	-1	-1%	-1%	-12%	-23%	-8%
Cc1nn(-c2ccc(F)cc2F)c2c1-c1nc(N3CCCC3)ncc1CC2	2%	-0.7	-3	4	1%	6%	-8%	-12%	1%
CC1CCc2c(C(=O)Oc3cccc(-n4cnnn4)c3)csc2C1 (configuration not stated)	2%	0.7	-6	5	0%	-5%	0%	-10%	-6%
Cc1cccc(NC(=O)Cn2nnc(-c3ccc(CN4CCCC4)cc3)n2)c1C	-2%	-0.3	-11	-13	2%	-1%	0%	42%	5%
Fc1cccc(Cl)c1Cn1nnc2c(NCc3ccccn3)ncnc21	-1%	0.0	0	-10	4%	-5%	0%	9%	-10%
O=C(NC(=S)Nc1ccc(S(=O)(=O)Nc2nccs2)cc1)c1ccc(F)c(F)c1	-3%	1.3	-7	-5	1%	2%	10µM*	-50%	-4%
COc1ccc(-c2c(C(C)=O)c(C)nc3sc4c(=N)n(N)cnc4c23)cc1	-4%	4.0	11	-7	0%	nt	15%	-17%	0%
CC(C)C[C@H]1CNC(=S)N1C[C@H]1CCCN1C[C@H](Cc1ccc(O)cc1)N1C[C@H](Cc2ccc(O)cc2)N(CC2CCCCCC2)C1=S	-7%	nt	nt	-16	-19%	nt	?	nt	nt
COc1ccc(OCCCC(=O)NCCc2nc3ccccc3[nH]2)cc1	-1%	-1.3	-21	-5	-2%	-13%	0%	18%	17%
CN(C)c1ccc(C=C(C#N)C(=O)c2ccccc2)cc1Br	-1%	nt	nt	-3	-19%	nt	?	nt	nt
Cc1c(C)c2ccc(OCC(=O)NC(Cc3ccc(Cl)cc3)C(=O)O)cc2oc1=O (configuration not stated)	-3%	0.6	3	-8	1%	-3%	0%	12%	8%
COc1ccc(C(CNC(=O)c2cccc(S(=O)(=O)Nc3ccc(C)cc3)c2)N2CCCCC2)cc1 (configuration not stated)	-5%	0.0	0	-2	0%	1%	-19%	11%	-4%
CC1(C)NC(=O)N(CCOCCSc2ccccc2)C1=O	0%	-0.1	9	-2	2%	-11%	1%	-8%	-2%
COc1ccc(S(=O)(=O)Nc2ccc3c(c2)C(=O)N([C@H](C)CO)C[C@H](C)[C@@H](CN(C)C(=O)NC(C)C)O3)cc1	-3%	nt	nt	-8	6%	-2%	-5%	9%	3%
NS(=O)(=O)c1ccc(NC(=O)C2Cc3ccccc3CN2C(=O)c2ccco2)cc1 (configuration not stated)	1%	0.9	-8	-3	0%	7%	-27%	-27%	0%
O=C(C1CCCCC1)N1CCN(S(=O)(=O)c2ccc(Br)cc2)CC1	-5%	nt	nt	-4	0%	-2%	?	10%	-2%
Cc1ccc(-n2c(SCC(N)=O)nnc2-c2ccco2)cc1	3%	-0.1	19	-6	-16%	-2%	0%	-19%	-2%
COc1ccc(CNC(=O)c2nn(-c3ccccc3)cc2OC)cc1	-1%	-1.6	2	-2	-2%	6%	-9%	-11%	2%

Taken from the entries so far, 3 compounds:
molecule	Glioma ERSR ind	D2 agonist	D2 antagonist	LDHA inh	Vif-A3G inh	ERG Ets-DNA blk	ALOX12 inh	RGS4 inh	Vif-A3F inh
Cc1nn(-c2ccc(F)cc2F)c2c1-c1nc(N3CCCC3)ncc1CC2	2%	-0.7	-3	4	1%	6%	-8%	-12%	1%
CC1CCc2c(C(=O)Oc3cccc(-n4cnnn4)c3)csc2C1 (configuration not stated)	2%	0.7	-6	5	0%	-5%	0%	-10%	-6%
Cc1cccc(NC(=O)Cn2nnc(-c3ccc(CN4CCCC4)cc3)n2)c1C	-2%	-0.3	-11	-13	2%	-1%	0%	42%	5%
